High-throughput results: PubChem BioAssay, National Center for Advancing Translational Sciences (NCATS)
BAZ2B inh = BAZ2B (human) inhibition. Q9UIF8. AlphaScreen BAZ2B-H3K14Ac peptide displacement. Potency, µM (highest dose often 114 µM), for inactives: at the highest dose activity change, negative = inhibition, usual class: inhibitors. 4.4% of 360,000 active. AID 504333; also: % is scaled to controls: 0 for no effect and ±100 for the full control effect; nearly all actives have a fitted effect of over 60% in size
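Multi-concentration screen (max 110 uM) measuring displacement of acetylated histone H3 peptide from BAZ2B by AlphaScreen, using 50 nM protein, 50 nM peptide and 10 ug/mL streptavidin donor plus Ni-chelate acceptor beads.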
POLH inh = DNA polymerase eta (human) inhibition. recombinant Pol eta, fluorescent DNA replication assay. Potency, µM (top dose mostly 114 µM), without a hit: top-dose activity change, negative = inhibition, hits mostly inhibitors. 1.2% of 390,000 active; also: % is scaled to controls: 0 for no effect and ±100 for the full control effect
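Fluorescent replication assay: 50 nM final substrate added after a 15 min room-temperature compound preincubation with 10 nM enzyme. Signal taken at 0 min and again at 10 min.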
POLI inh = inhibitors of human DNA polymerase iota; Q9UNA4; Pol iota fluorescent replication assay, 10 min; Potency, µM (doses to about 115 µM), inactives show top-dose activity, negative = inhibition, usual class: inhibitors; 1% of 390,000 active
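Fluorescent replication assay read twice, at 0 min and 10 min after adding 50 nM (final) substrate. Enzyme (10 nM) and compounds were first incubated 15 min at room temperature; enzyme-free buffer wells were negative controls.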
Pol kappa inh = blocks human DNA polymerase kappa activity | Q9UBT6 | purified Pol kappa, fluorescent DNA synthesis assay, 10 min | Potency, µM (highest dose often 107 µM), for inactives: at the top dose activity, negative = inhibition, actives largely listed as inhibitors | 0.53% of 400,000 active; also: % is scaled to controls: 0 for no effect and ±100 for the full control effect
Target sequence (Q9UBT6 whole entry, looked up): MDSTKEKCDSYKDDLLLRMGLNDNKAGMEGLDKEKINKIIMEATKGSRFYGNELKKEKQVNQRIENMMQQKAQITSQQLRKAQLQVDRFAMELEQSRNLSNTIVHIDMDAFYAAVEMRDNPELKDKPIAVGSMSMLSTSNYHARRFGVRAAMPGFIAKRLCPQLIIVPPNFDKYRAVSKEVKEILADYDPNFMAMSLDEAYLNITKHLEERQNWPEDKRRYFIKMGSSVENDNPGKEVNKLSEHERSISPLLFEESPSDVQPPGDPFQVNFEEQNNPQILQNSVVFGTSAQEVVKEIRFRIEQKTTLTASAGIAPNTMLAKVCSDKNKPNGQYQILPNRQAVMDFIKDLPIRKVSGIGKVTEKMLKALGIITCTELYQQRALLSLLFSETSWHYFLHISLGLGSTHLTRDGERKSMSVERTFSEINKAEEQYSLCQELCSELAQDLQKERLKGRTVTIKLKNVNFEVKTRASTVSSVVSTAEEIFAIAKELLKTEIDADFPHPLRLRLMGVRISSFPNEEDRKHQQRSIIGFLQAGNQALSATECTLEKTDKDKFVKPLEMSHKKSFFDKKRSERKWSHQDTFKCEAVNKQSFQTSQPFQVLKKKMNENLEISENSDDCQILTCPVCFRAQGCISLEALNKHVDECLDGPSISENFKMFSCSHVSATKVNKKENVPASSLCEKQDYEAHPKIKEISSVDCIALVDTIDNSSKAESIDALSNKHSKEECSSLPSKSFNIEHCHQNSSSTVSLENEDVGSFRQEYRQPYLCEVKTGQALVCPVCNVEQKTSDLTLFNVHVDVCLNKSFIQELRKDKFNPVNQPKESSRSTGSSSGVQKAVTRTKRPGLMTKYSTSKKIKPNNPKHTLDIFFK
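Kinetic fluorescence readout at 0 and 10 min followed reaction start with substrate at 50 nM final. Beforehand, enzyme (10 nM Pol kappa) stood 15 min with compound at room temperature; buffer-only wells were negative controls.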
BLM helicase inh = blocks DNA unwinding by human BLM helicase; P54132; recombinant BLM DNA unwinding, fluorescence dequenching; Potency, µM (doses to about 56.1 µM), for the others: at the highest dose activity change, negative = inhibition, most hits filed as inhibitors; 0.2% of 350,000 active; AID 2528;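 also: plate controls were vehicle for no effect and no enzyme for full effect; nearly all actives have a fitted effect of over 35% in size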
G9a block = inhibitors of human histone lysine methyltransferase G9a; G9a H3K9 monomethylation, AlphaScreen, 2 h; 8.8% of 350,000 active; Potency, µM (top dose mostly 102 µM), inactives show top-dose activity, negative = inhibition, most hits filed as inhibitors; also: % is scaled to controls: 0 for no effect and ±100 for the full control effect; nearly all actives have a fitted effect of over 75% in size
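Signal arises when biotinylated H3K9 peptide, once monomethylated, bridges streptavidin donor and antibody-captured acceptor beads. Enzyme at 20 nM was preincubated 15 min with test compounds; peptide 500 nM and SAM 20 uM then reacted for 2 h.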
JMJD2A Tudor inh = JMJD2A Tudor domain (human) inhibition; 4.4% of 390,000 active; O75164; Potency, µM (titrated, usually from 114 µM), for inactives: at the highest dose activity change, negative = inhibition, hits mostly inhibitors; AlphaScreen JMJD2A-Tudor / H3K4me3 peptide binding; also: % is scaled to controls: 0 for no effect and ±100 for the full control effect; nearly all actives have a fitted effect of over 50% in size
POLB inh = DNA polymerase beta (human) inhibition | Pol beta primer extension/strand displacement, fluorescence kinetic | Potency, µM (titrated, usually from 114 µM), for inactives: at the highest dose activity change, negative = inhibition, usual class: inhibitors | 1.3% of 340,000 active; also: % is scaled to controls: 0 for no effect and ±100 for the full control effect
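Values derive from four-parameter Hill fits of normalized kinetic data: reads at 0 and 10 min following addition of 50 nM substrate to 10 nM Pol beta preincubated 15 min with compound.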
APE1 inh = blocks human APE1 abasic DNA cleavage | 0.35% of 350,000 active | Potency, µM (titrated, usually from 65.8 µM), for inactives: at the top dose activity change, negative = inhibition, hits mostly inhibitors | recombinant APE1, TAMRA/BHQ-2 abasic DNA cleavage fluorescence | P27695 | AID 2517;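 also: plate controls were vehicle for no effect and reference inhibitor for full effect; nearly all actives have a fitted effect of over 55% in size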
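Activity was derived from the fluorescence gain between first and third kinetic reads (60 s intervals, ex 525/em 598 nm) after 50 nM THF-abasic TAMRA/BHQ-2 duplex was added to 0.75 nM APE1 preincubated 15 min with compound.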
* hit, by the source's call; ? = inconclusive; nt = not tested or not shown; & = joins results of further samples; [ ] = remark or other dose. Calls follow the shape of the dose curve; as a rule, active = well fitted curve in the direction sought with a large enough effect; inconclusive = small, poorly fitted or top-dose-only effect, or another doubt; inactive = no such curve, though single readings can be large; an effect the other way counts as inactive or inconclusive. Potency is read from the fitted curve at half-maximal effect. These rows are one share of the data, so the mix of outcomes need not match the whole.

Every second line gives: BAZ2B inh	POLH inh	POLI inh	Pol kappa inh	BLM helicase inh	G9a block	JMJD2A Tudor inh	POLB inh	APE1 inh
CCn1c(SCC(=O)N2CCN(c3ccc(Cl)cc3)CC2)nc2ccccc2c1=O
→ 50µM*	-21%	-10%&6%	-24%&6%	-3%	2µM*	-32%&-22%	10%	10%
CCc1cc2cc(C)cc(C)c2nc1Cl
→ 31%	-9%	152%[activator]	-2%	0%	146%[activator]	37%[activator][57.1 µM]	-25%	3%
COc1ccccc1Cn1c(CNS(=O)(=O)c2cccc([N+](=O)[O-])c2)nc2cccnc21
→ 2%	-20%	3%	-7%[60.1 µM]	-6%	33%[59 µM]	?	11%	nt
CCOc1ccc(NC(=O)CC2C(=O)NCCN2C(=O)c2ccc(Cl)cc2)cc1 (stereo not given)
→ 2%	-11%	76%[activator]	0%	-6%	4%	-11%	-1%	1%
Cc1ccc(NC(=O)COc2cccc(Oc3ccccc3)c2)cc1S(=O)(=O)N1CCOCC1
→ -3%	-13%	7%	1%	nt	5%[59 µM]	-8%	nt	4%
CCN(CC)c1cc(C)c2cc(NC(=O)c3ccc(OC)c(OC)c3)ccc2n1
→ -20%	-20%	?	?	107%[activator]	-4%[59 µM]	-17%	13µM*	nt
COc1ccccc1C(=O)Oc1ccc(N2C(=O)CCC2=O)cc1
→ 3%	-11%	17%	0%	1%	-8%[59 µM]	-4%	1%	-3%
CCN(CC(=O)NCc1cccs1)C(=O)CCC(=O)c1ccc(C)cc1
→ 1%	-21%	53%[activator]	-18%	nt	?	-11%	nt	7%
O=c1cc(-c2ccccc2)n2c(SCc3ccccc3)nnc2[nH]1
→ 1%	-3%	-9%	-12%[60.1 µM]	-3%	?	-11%	31%[activator]	nt
CN(C)CCNC(=O)NC1CCCCC1
→ -2%	-8%	8%	-7%	2%	-10%[59 µM]	-2%	28%	-2%
CCOC(=O)c1sc(NC(=O)CSc2nc(C)cc(C)n2)c(C#N)c1C
→ ?	-2%	?	-5%	-5%	0%	-7%	-27%	2%
c1ccc(-c2cc3ccccc3[nH]2)cc1
→ -5%	-5%	?	-8%	-8%	nt	-9%	39%	-2%
COc1cc(CNCc2cccc(OC)c2OC)cc(OC)c1
→ 50%[activator]	-4%	-19%	2%	-10%	34%[0.501 µM]	25µM*	21%	-4%
Cc1cccc(OCCC(=O)NNC(=O)c2ccoc2C)c1
→ 13%	3%	68%[activator]	-15%	nt	7%[12.7 µM]	-3%	nt	-7%
CCOC(=O)C1CCN(C(=O)c2ccc(Cl)c(S(=O)(=O)N3CCCC3)c2)CC1
→ -1%	-2%	-6%	-6%	3%	13%	0%	3%	-1%
CCOC(=O)N1CCC(NC(=O)c2cc3cc4cc(OC)ccc4nc3o2)CC1
→ 7%	-2%	9%	-3%	3%	17%[59 µM]	1%	11%	-7%
CCOC1=CC(=O)OC(c2ccccc2)C1 (stereo not given)
→ nt	-14%	-17%	-13%	nt	nt	-19%	nt	nt
COc1ccc(/C=C/CN2CCCC(C(=O)c3ccc(OC)c(F)c3)C2)cc1 (stereo not given)
→ ?	-27%	149%[activator]	-4%	3%	-44%	-33%	1%	2%
Cc1cccc(-n2c(CNC(=O)Cc3ccccc3)n[nH]c2=S)c1
→ -14%	-11%	61%[activator]	-11%	-6%	20µM*	4µM*	19%	-3%
CC(=O)c1cccc(NC(=O)Cn2ccn3nc(-c4ccccc4)cc3c2=O)c1
→ -2%	nt	21%	-4%[60.1 µM]	-1%	16%[59 µM]	-4%	0%	nt
COc1cccc(OC)c1C(=O)NC(=S)N1CCN(c2ccc(C(F)(F)F)cc2[N+](=O)[O-])CC1
→ -36%	-12%	-8%	3%	-10%	nt	-36%	6%	-4%
CCOc1ccc(-c2[nH]ncc2Oc2ccccc2OCC)c(O)c1
→ nt	-25%	8%	-8%	-13%	6%[59 µM]	-29%	1%	-4%
CCc1ccc(Nc2nnc(-n3nc(C)cc3C)c3ccccc23)cc1
→ 45%[activator]	-27%	46%[activator]	4%	-1%	35%[59 µM]	2%	-2%	nt
O=C(Nc1cccnc1N1CCOCC1)c1cccs1
→ 28%	-21%	-15%[58.9 µM]	-1%	1%	26%	2%	-2%	1%
CCOC(=O)C1(CC2CC2)CCN(Cc2cnc(N(C)C)s2)CC1
→ -9%	-10%	50%	13%	-5%	nt	-16%	48%	?
COc1ccccc1N1CCN(C(=O)c2cc(-c3ccccc3)on2)CC1
→ -15%	-19%	23%	2%	-3%	16%[59 µM]	-14%	-7%	59%[activator][12.4 µM]
COc1ccc(-c2c(C)oc3c(CN4CCCCC4C)c(O)ccc3c2=O)cc1 (stereo not given)
→ -6%	1%	144%[activator]	-9%	-3%	-1%	-12%	18%	35%
Nc1cc(N)nc(SCc2cccnc2)n1
→ -2%	-10%	-2%	-5%[60.1 µM]	-1%	21%[12.7 µM]	-8%	10%	-3%
CCOc1ccc(C2C(C(=O)Nc3ccccc3)=C(C)N=c3s/c(=C/c4cccc(OCC(=O)O)c4)c(=O)n32)cc1 (stereo not given)
→ ?	?	?	-11%	?	50µM*	?	-28%	2%
O=C(c1ccc(COc2ccc(Cl)cc2)o1)N1N=C(C(F)F)CC1(O)C(F)F (stereo not given)
→ 2%	-26%	4%	-17%	-12%	-3%[59 µM]	6%[57.1 µM]	-1%	-3%
CNC(=S)N/N=C/c1cc(C)ccc1C
→ -33%	-9%	-14%	-10%	-2%	2%	-19%	2%	1%
CCNc1nc(NCC)nc(SCCOC(=O)c2ccccc2)n1
→ -1%	-16%	16%	-3%	-1%	6%[59 µM]	-1%	13%	1%
CCc1cccc(C)c1NC(=O)CSc1nc2ccccc2nc1N1CCOCC1
→ 0%	-18%	5%	-7%	-5%	12%[59 µM]	-9%	-8%	nt
COc1cccc2sc(N3CCN(C(=O)c4ccco4)CC3)nc12
→ 2%	-18%	-1%	2%	nt	-30%	-3%	nt	34%
CCOC(=O)/C(C#N)=N/Nc1c(C)n(C)n(-c2ccccc2)c1=O
→ 79µM*	-8%	-3%	9%	-5%	18µM*	-17%	26%	-2%
Cc1ccccc1Cn1nc(C)c(NC(=O)c2cc(-c3cccs3)on2)c1C
→ -23%	-11%	11%	-13%	0%	-4%	-10%	12%	0%
COCCCNC(=O)C(=O)NCC(c1ccco1)N1CCN(c2ccc(OC)cc2)CC1 (stereo not given)
→ ?	-6%	19%	13%	0%	?	-27%	7%	12%
CCOC(=O)c1cc(C#N)c(N2CCN(C(=O)c3ccccc3)CC2)nc1C(F)(F)F
→ -8%	-24%	6%	5%	-5%	nt	18%	3%	9%
CCCC(CCC)C(=O)Nc1nnc2n1CCS2
→ -7%	-2%	23%	-5%[60.1 µM]	0%	?	?	0%	nt
Cn1nc(C(F)(F)F)c2cc(C(=O)Nc3ccc(C(F)(F)F)cc3)sc21
→ 2%	-28%	166%[activator]	-7%	-10%	nt	-6%	15%	-2%
CCNC(=O)N1CCN(CCCC(c2ccc(F)cc2)c2ccc(F)cc2)CC1
→ 4%	-4%	-11%	-10%[60.1 µM]	nt	-15%[59 µM]	-22%	12%[57.1 µM]	-9%&-8%
CN1CCN(S(=O)(=O)c2ccc(Oc3ccc(Br)cc3F)nc2)CC1
→ 0%	-6%	9%	-10%	nt	?	-19%	nt	16%
CC(=O)c1ccc([C@H]2C[C@@]34CN(C(=O)OC(C)(C)C)S(=O)(=O)[C@H]3C[C@H]2O4)cc1
→ 4%	-14%	?	-13%	-3%	8%[12.7 µM]	-10%	15%	1%
O=C(c1cc([N+](=O)[O-])ccc1Cl)N1CCN(c2ccc([N+](=O)[O-])cc2)CC1
→ -35%	-7%	37%[activator]	-5%	3%	?	-32%	3%	7%
COc1ccc(C(=O)N/N=C/c2ccc3cccc(OCc4ccccc4)c3n2)cc1
→ 4%	3%	-13%	-7%	-4%	0%[59 µM]	-23%	17%	13%
CCCCn1c(=O)c2ccccc2n2c(=S)[nH]nc12
→ ?	-14%	136%[activator]	-18%	-1%	1.3µM*	3.5µM*	32%	28%[12.4 µM]
N=c1c2c(n(Cc3ccc([N+](=O)[O-])cc3)c3c1CCC3)CCCC2
→ 5%	-20%	?	-27%	4%	?	-14%[57.1 µM]	2%	-1%
O=C(COC(=O)c1ccccc1C(=O)c1ccc(Cl)cc1)NC(c1ccccc1)c1ccccc1
→ -7%	-6%	-6%	-9%	-1%	1%[59 µM]	-8%	10%	-1%
CC(=O)c1cnc2nc(C)nn2c1C
→ 1%	-9%	-2%	-20%	1%	41%	-8%	?	-5%
CCOc1ccc(S(=O)(=O)NCCCN2CCOCC2)c2ccccc12
→ -5%	-6%	19%	-20%	2%	8%[12.7 µM]	-6%	11%	-1%

Full records as entered above. Order of screens: BAZ2B inh	POLH inh	POLI inh	Pol kappa inh	BLM helicase inh	G9a block	JMJD2A Tudor inh	POLB inh	APE1 inh
CC(=O)c1cnc2nc(C)nn2c1C is listed as 1%	-9%	-2%	-20%	1%	41%	-8%	?	-5%
O=c1cc(-c2ccccc2)n2c(SCc3ccccc3)nnc2[nH]1 is listed as 1%	-3%	-9%	-12%[60.1 µM]	-3%	?	-11%	31%[activator]	nt

Further entries:
Every second line gives: BAZ2B inh	POLH inh	POLI inh	Pol kappa inh	BLM helicase inh	G9a block	JMJD2A Tudor inh	POLB inh	APE1 inh
CCOc1ccccc1Nc1nnc(SCC(=O)Nc2cc(C)on2)s1
→ -3%	-14%	-11%	-15%	-6%	11%[2.33 µM]	-11%	3%	-2%
CCc1ccccc1Nc1nn2c(=O)c3ccc(C(=O)NCc4ccccn4)cc3nc2s1
→ -15%[57.1 µM]	-22%	-30%	-22%	-7%	26%	?	-21%	4%
CN(C)CCNC(=O)Cc1ccc([N+](=O)[O-])cc1
→ 9%	-22%	14%	-12%	4%	16%[59 µM]	-11%	6%	2%
NCCCC[C@H]1CNC(=S)N1CCc1cc(C(F)(F)F)cc(C(F)(F)F)c1
→ -29%	?	49%	-2%	1%	21%[12.7 µM]	-19%	-6%	2%
